Compound activity: PubChem, National Center for Advancing Translational Sciences (NCATS)
Anesthetic bind – candidate novel general anesthetic via apoferritin binding; Potency, µM (top dose mostly 77.5 µM), for inactives: top-dose activity change, negative = displacement, usual class: inhibitors; apoferritin/1-aminoanthracene competitive binding, fluorescence; hit rate 0.074% among 350,000; P02791; note: potency is the fitted concentration of half-maximal effect; % is set by controls: 0 for no effect and ±100 for the full control effect; nearly all actives have a fitted effect of over 20% in size
Target sequence (P02791 2-175 limits assumed): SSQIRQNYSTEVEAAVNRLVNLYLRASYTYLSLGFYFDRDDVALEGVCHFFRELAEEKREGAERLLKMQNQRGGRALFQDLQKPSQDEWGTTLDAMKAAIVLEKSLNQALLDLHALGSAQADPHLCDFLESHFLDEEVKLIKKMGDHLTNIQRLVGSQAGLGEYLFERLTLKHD
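10 uM apoferritin + 50% sat. 1-AMA, PBS; cpd 10 min RT; Ex380/Em535 endpoint; normalized to free probe vs complex; 4-param Hill fit; propofol titration as pos. ctrl.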
D1 agonist – activates the human D1 dopamine receptor; HEK293 T-REx D1 cells, calcium flux, agonist mode; AID 504660; P21728; hit rate 1% among 360,000; activation, % at 2 µM; in the data active = activation above about 30%; note: 0% is about no effect
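Inducible HEK293 T-REx D1 cells, force-coupled to calcium signalling, were plated at 4000 cells/well with tetracycline and held overnight at 30 C. After no-wash calcium dye loading, compound-evoked calcium rise over 180 s flagged agonists.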
D1 antag – human D1 dopamine receptor antagonism; activity change, negative = inhibition, % at 10 µM; hit rate 3.2% among 360,000; HEK293 TREx D1 cells, calcium flux, dopamine EC80; hits give low values; AID 504652; P21728; in the data active = activity change below about -30%; note: % is set by controls: 0 for no effect and ±100 for the full control effect
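Allosteric or orthosteric antagonism assessed as attenuation of the calcium response to EC80 dopamine, added 180 s after compound, in induced HEK293 Trex D1 cells loaded with no-wash calcium dye.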
RXFP1 antagonist – blocks the human relaxin receptor RXFP1; HEK293-RXFP1, relaxin-stimulated cAMP HTRF, 30 min; hits give low values; AID 1259400; Q9HBX9; activity change, negative = inhibition, % at 57.5 µM; hit rate 0.59% among 350,000;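 active = activity change of -60% or lower, but not beyond a set lower limit; inconclusive = change between -60% and -40%, or beyond the set limit; inactive = change above -40%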; note: % is set by controls: 0 for no effect and ±100 for the full control effect
TRHR PAM – TRH receptor (human) allosteric enhancement; AID 493056; hit rate 0.66% among 360,000; P34981; enhancement, % at 2 µM; TRHR cells, fluo-8 calcium fluorescence, EC20 TRH enhancement; in the data active = enhancement above about 30%; note: 0% is about no effect
Target sequence (P34981 whole entry, looked up): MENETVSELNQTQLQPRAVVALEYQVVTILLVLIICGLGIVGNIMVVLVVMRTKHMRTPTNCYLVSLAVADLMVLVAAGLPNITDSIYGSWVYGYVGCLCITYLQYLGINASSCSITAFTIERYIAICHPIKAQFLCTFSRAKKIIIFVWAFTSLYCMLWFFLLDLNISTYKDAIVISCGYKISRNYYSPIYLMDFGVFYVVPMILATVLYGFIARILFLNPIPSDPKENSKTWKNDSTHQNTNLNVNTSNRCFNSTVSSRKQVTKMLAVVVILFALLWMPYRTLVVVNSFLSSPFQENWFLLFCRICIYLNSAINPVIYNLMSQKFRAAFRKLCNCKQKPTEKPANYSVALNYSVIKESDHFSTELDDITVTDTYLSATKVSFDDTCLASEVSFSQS
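TRHR-expressing cells loaded with fluo-8 calcium dye were read kinetically (ex 480/em 530) during compound addition, then stimulated with an EC20 of TRH (10 nM final). Enhancement of the Gq-mediated intracellular calcium response was scored.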
RXFP1 agonist – agonists of human relaxin receptor RXFP1 | Q9HBX9 | HEK293T-RXFP1 cAMP TR-FRET, 30 min; response scale: percent of porcine relaxin response, buffer zero | Potency, µM (titrated, usually from 57.5 µM), for the others: at the top dose activation, most hits filed as activators | hit rate 0.3% among 370,000 | AID 2676; note: potency is the fitted concentration of half-maximal effect; % is set by controls: 0 for no effect and ±100 for the full control effect; nearly all actives have a fitted effect of over 60% in size; many of its hits are not listed in these tables
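HEK293 cells stably expressing RXFP1, treated 30 min at 37C with compounds plus PDE4 inhibitor Ro 20174; cAMP measured by HTRF TR-FRET. Normalized to buffer and 29 nM porcine relaxin; EC50 by Hill fit.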
D1 PAM – enhances dopamine response at the human D1 receptor; P21728; HEK293 TREx D1 cells, calcium flux, dopamine EC20 potentiation; potentiation, % at 10 µM; hit rate 0.036% among 360,000; AID 504651; in the data active = potentiation above about 30%; note: 0% is about no effect
D2 potentiator – D2 dopamine receptor (human) potentiation; potentiation, % at 10 µM; hit rate 0.34% among 340,000; HEK293 T-REx D2, calcium flux, EC20 dopamine potentiation; P14416; AID 485347;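 active = potentiation over 3 SD above the plate norm, cut at about 30% in these data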; note: 0% is about no effect
Target sequence (P14416 whole entry, looked up): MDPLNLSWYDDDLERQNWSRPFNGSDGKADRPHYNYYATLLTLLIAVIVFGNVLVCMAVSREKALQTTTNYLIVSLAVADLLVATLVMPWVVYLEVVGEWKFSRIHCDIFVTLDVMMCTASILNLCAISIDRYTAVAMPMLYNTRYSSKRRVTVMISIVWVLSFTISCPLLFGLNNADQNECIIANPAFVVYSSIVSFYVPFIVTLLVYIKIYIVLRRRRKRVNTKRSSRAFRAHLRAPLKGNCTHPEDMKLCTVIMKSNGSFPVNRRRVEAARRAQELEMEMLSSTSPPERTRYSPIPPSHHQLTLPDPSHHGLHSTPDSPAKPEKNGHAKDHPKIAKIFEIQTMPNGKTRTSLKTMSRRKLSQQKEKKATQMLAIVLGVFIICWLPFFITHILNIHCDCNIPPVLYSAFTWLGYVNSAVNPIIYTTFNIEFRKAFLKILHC
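Calcium flux readout, no-wash dye, 1 read/s. Inducible HEK293 Trex D2 line, overnight 30 C. Compound alone 180 s (agonist flags), then EC20 dopamine, another 180 s to score potentiation.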
TRHR agonist – TRH receptor (human) agonism; TRHR cells, calcium flux fluo-8, FDSS agonist mode; activation, % at 2 µM; hit rate 0.18% among 360,000; AID 493084; in the data active = activation above about 30%; note: 0% is about no effect
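Read-out: compound-evoked intracellular calcium rise in TRHR cells, fluo-8 dye, kinetic FDSS fluorescence at 1 s/cycle following a 10-cycle baseline. Cells cultured overnight before dye loading (30 min–1.5 h, RT).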
* hit, by the source's call; ? = inconclusive; / = no result given; & = joins results of further samples; [ ] = another dose, or the depositor's remark. Unless noted, calls come from the whole dose curve; as a rule, active = well fitted curve in the direction sought with a large enough effect; inconclusive = small, poorly fitted or top-dose-only effect, or another doubt; inactive = no such curve, though single readings can be large; an effect the other way counts as inactive or inconclusive. The list is partial, so the mix of outcomes need not match the whole.

SMILES | Anesthetic bind | D1 agonist | D1 antag | RXFP1 antagonist | TRHR PAM | RXFP1 agonist | D1 PAM | D2 potentiator | TRHR agonist
Fc1ccc(C2=Nn3c(nnc3-c3ccco3)SC2)cc1 | -9% | 0 | 19 | -18 | 4 | 2.2% | 2 | -1 | -0.1
FC(F)(F)c1ccccc1-n1c(CN2CCCCC2)n[nH]c1=S | -5% | 3 | 7 | -6 | 7 | -0.7% | -2 | -3 | 0.6
N#CCC(=O)NCC1(c2ccccc2)CCCC1 | -14% | 3 | -10 | 2 | 4 | 0.0% | 0 | 1 | 0.3
O=C(c1cc(-c2ccncc2)nc2ccc(Cl)cc12)N1CCN(C(=O)C2CCCO2)CC1 (centres undefined) | 4% | 0 | 2 | -3 | 9 | 2.5% | -2 | 13 | -0.9
CCOC(=O)c1cnc2c(ccc3ccccc32)c1Nc1ccc(OC)c(OC)c1 | -4% | 1 | 0 | -20 | 15 | 1.4% | 2 | 19 | -0.5
CCC(C)C(NC(=O)OC(C)(C)C)C(=O)NC(C(=O)NC(C)C(N)=O)C(C)C (centres undefined) | 0% | 0 | -4 | 4 | -2 | 0.3% | -5 | -6 | 0.2
O=C1CC(C2CCCO2)C(=O)N1Cc1ccccc1 (centres undefined) | ? | 2 | -25 | 1 | 3 | 0.9% | 4 | 1 | -0.8
CCc1cccc(N(C(=O)c2csnn2)C(C(=O)NC2CCCCC2)c2ccncc2)c1 (centres undefined) | -8% | 6 | 5 | -13 | 2 | 0.4% | / | 1 | -1.6
COc1ccccc1N1CCN(C(=O)CSc2ncnc3c2cnn3-c2ccc(C)c(C)c2)CC1 | 4% | 1 | -15 | -7 | 5 | -41%[inhibitor] | 0 | 10 | -0.6
CC(=O)Nc1ccc2c(c1)OCCOCCOc1cc(NC(C)=O)ccc1OCCO2 | -3% | 8 | -8 | 3 | -4 | -1.5% | -3 | 0 | -0.3
CCN(CC)CCNc1nc2c(c(=O)n(C)c(=O)n2C)n1C/C=C(/C)Cl | -15% | -1 | -1 | 3 | 16 | 4.8% | 1 | -6 | -0.1
CC(C)Sc1nc2c(c(=O)[nH]c(=O)n2C)n1Cc1ccccc1 | -4% | 0 | 19 | 3 | 4 | -0.5% | -8 | 14 | -1.2
Cc1nnc(C)n1-c1ccc(C(=O)Nc2cccc(Br)c2)cc1 | ? | 2 | -7 | -11 | 0 | -2.1% | 0 | -2 | -0.2
O=C(CN1CCC(Cc2ccccc2)CC1)NC(=O)NC1CCCCC1 | -10% | 6 | -4 | -19 | -3 | 1.3% | 3 | -3 | 0.5
Cc1cc(/C=N/n2cnnc2)c(C)n1-c1ccc(OCc2ccc(Cl)cc2)cc1 | ? | 17 | 0 | / | 3 | 0.6% | -2 | 0 | 0.1
O=C(Nc1nnc(-c2ccccc2)s1)c1cc(S(=O)(=O)N2CCOCC2)c(Cl)cc1Cl | -5% | 2 | -4 | -16 | 0 | 2.2% | -5 | 14 | 0.3
CCOC(=O)c1c(NC(=O)CSc2nc3ccccc3o2)sc(C)c1C | -21% | 1 | 19 | 15 | 1 | 3.0% | 3 | -9 | -0.4
CC(C)(C)C(=O)Nc1cc2nn(-c3ccccc3)nc2cc1Cl | -21% | 3 | 6 | -4 | -7 | 12% | -2 | 0 | 0.1
CCOc1ccccc1OCCOCCOc1c(Cl)cccc1Cl | -3% | 4 | -1 | -9 | 3 | 0.9% | 3 | 4 | -0.9
Cc1ccccc1CC1(CO)CCCN(Cc2ccc3c(c2)OCCO3)C1 (centres undefined) | -3% | 5 | -26 | -3 | 2 | -0.5% | -5 | -22 | 1.1
COC(=O)c1ccc(CNC(=O)CNC(=O)c2sc3ccccc3c2Cl)cc1 | / | 1 | 4 | 1 | 3 | 6.6% | 4 | -2 | -0.2
FC(F)(F)c1cccc(-c2noc(CN3CCOCC3)n2)c1 | -16% | 7 | -10 | 3 | -4 | 1.3% | -2 | 0 | 0.0
C[C@H](NC(=O)OCc1ccccc1)C(=O)NNC(=O)[C@H](Cc1ccccc1)NC(=O)OC(C)(C)C | 2% | 1 | 1 | / | -4 | 1.3% | 2 | 1 | -0.1
Nc1nc(N)nc(-c2cc(F)ccc2O)n1 | / | 2 | / | / | 7 | 4.3% | -2 | 18 | 0.7
Cc1ccc(OCC(=O)c2c[nH]c3ccccc23)c([N+](=O)[O-])n1 | -15% | 2 | -15 | -5 | -6 | -0.4% | -6 | 8 | -0.2
Cc1cccc(S(=O)(=O)CC(=O)Nc2nc(-c3ccccc3)cs2)c1 | -12% | 0 | 0 | ? | 4 | -0.4% | 0 | 4 | -0.1
CC(C)(C)c1ccc(C(=O)NCCC(=O)NCc2ccco2)cc1 | -15% | 15 | 22 | 10 | -3 | 0.7% | 10 | 23 | -0.4
CCCCn1c(N)c(N(CCOC)C(=O)c2cc(-c3ccc(F)cc3)nc3ccccc23)c(=O)[nH]c1=O | / | 7 | -1 | -16 | 5 | 0.4% | 1 | -4 | -0.4
CCOC(=O)CSC1=C(C#N)C(c2ccc(C)o2)CC(=O)N1 (centres undefined) | 12% | 1 | -21 | / | 0 | 1.9% | -1 | -5 | -1.2
COc1ccc(Cc2nc3ccc(C(=O)NCCc4ccccn4)cc3o2)cc1OC | -13% | 4 | 2 | 0 | 3 | -1.1% | -9 | -1 | -1.4
CC1CCCN(C(=S)Nc2ccc(S(=O)(=O)N3CCCCC3)cc2)C1 (centres undefined) | -17% | 5 | -13 | -12 | 4 | -0.3% | -4 | 17 | 0.4
Nc1nnc(SCC(=O)NC2CCCc3ccccc32)s1 (centres undefined) | -6% | 0 | -2 | 20 | -6 | -0.1% | 1 | 2 | -0.1
COC(=O)c1ccc(OC(=O)c2ccc(OCc3c(C)noc3C)c(OC)c2)cc1 | -8% | 4 | -7 | / | -1 | 0.5% | -4 | 14 | -0.4
O=C1/C(=C/c2ccc(F)cc2)SC(=S)N1Nc1ncc(C(F)(F)F)cc1Cl | -12% | 9 | 4 | -28 | -19 | -0.3% | -2 | 4 | -0.4
Cc1onc(-c2c(Cl)cccc2Cl)c1COC(=O)c1ccc(Cl)cc1[N+](=O)[O-] | -15% | 9 | -5 | -18 | -5 | -1.1% | -7 | -2 | 0.0
COC(=O)C1(c2ccccc2)NC(c2cccs2)C2C(=O)N(C)C(=O)C21 (centres undefined) | -11% | 0 | 8 | -12 | -4 | -0.2% | 4 | 2 | 0.2

Eight compounds out of the list, ordered by heavy-atom count, low to high:
SMILES | Anesthetic bind | D1 agonist | D1 antag | RXFP1 antagonist | TRHR PAM | RXFP1 agonist | D1 PAM | D2 potentiator | TRHR agonist
CCOC(=O)CSC1=C(C#N)C(c2ccc(C)o2)CC(=O)N1 (centres undefined) | 12% | 1 | -21 | / | 0 | 1.9% | -1 | -5 | -1.2
Cc1ccc(OCC(=O)c2c[nH]c3ccccc23)c([N+](=O)[O-])n1 | -15% | 2 | -15 | -5 | -6 | -0.4% | -6 | 8 | -0.2
CC(C)(C)c1ccc(C(=O)NCCC(=O)NCc2ccco2)cc1 | -15% | 15 | 22 | 10 | -3 | 0.7% | 10 | 23 | -0.4
CC1CCCN(C(=S)Nc2ccc(S(=O)(=O)N3CCCCC3)cc2)C1 (centres undefined) | -17% | 5 | -13 | -12 | 4 | -0.3% | -4 | 17 | 0.4
O=C1/C(=C/c2ccc(F)cc2)SC(=S)N1Nc1ncc(C(F)(F)F)cc1Cl | -12% | 9 | 4 | -28 | -19 | -0.3% | -2 | 4 | -0.4
Cc1onc(-c2c(Cl)cccc2Cl)c1COC(=O)c1ccc(Cl)cc1[N+](=O)[O-] | -15% | 9 | -5 | -18 | -5 | -1.1% | -7 | -2 | 0.0
COC(=O)c1ccc(OC(=O)c2ccc(OCc3c(C)noc3C)c(OC)c2)cc1 | -8% | 4 | -7 | / | -1 | 0.5% | -4 | 14 | -0.4
CCCCn1c(N)c(N(CCOC)C(=O)c2cc(-c3ccc(F)cc3)nc3ccccc23)c(=O)[nH]c1=O | / | 7 | -1 | -16 | 5 | 0.4% | 1 | -4 | -0.4

(further entries)
SMILES | Anesthetic bind | D1 agonist | D1 antag | RXFP1 antagonist | TRHR PAM | RXFP1 agonist | D1 PAM | D2 potentiator | TRHR agonist
CCCC(CCC(=O)Nc1nccs1)C(=O)O (centres undefined) | -1% | 2 | 4 | -12 | 19 | 0.1% | 9 | -6 | 0.4
COc1cccc(CNC(=O)CCS(=O)(=O)c2ccc3c(c2)oc(=O)n3C)c1 | -6%&-1% | 0&2 | 1&4 | 12&-7 | 3&-13 | 0.2%&0.6% | 2&1 | -4 | -0.2&0.3
CCn1c(SCC(=O)Nc2nc(C)c(C(=O)OC)s2)nnc1C(C)C | -16% | 2 | -3 | -6 | 20 | 5.7% | -1 | -6 | 0.0
CCN(c1ccc(C)cc1)S(=O)(=O)c1nnc(NC(=O)c2ccco2)s1 | 0% | 4 | -4 | -17 | 3 | 1.2% | 1 | -11 | -0.3
CC(C)Cc1ccc(S(=O)(=O)Nc2ccc3[nH]c(=O)[nH]c3c2)cc1 | 2%&-6% | 4&0 | 1&7 | 10&-18 | -3&-3 | 1.7%&4.2% | -6&-1 | -1&7 | -0.1&0.3
CCCCCC(=O)Nc1ccc(N2CCOCC2)c(S(=O)(=O)Nc2ccc(OC)cc2)c1 | / | 2 | 3 | 9 | -7 | 0.9% | -3 | -5 | -0.8
CCOc1ccc(C(=O)CCC(=O)NC2=NCCS2)cc1 | / | 2 | -4 | -4 | -5 | 0.2% | -5 | 4 | 0.5
O=C(/C=C/c1ccccc1[N+](=O)[O-])NCC1CCCO1 (centres undefined) | -2% | 2 | 5 | -23 | 6 | 1.1% | -2 | 12 | 0.5
COCCn1cc(C(=O)NCCCN2CCC(C)CC2)c2c3ccccc3n(C)c2c1=O | -6% | -3 | -4 | 8 | 3 | 1.2% | -3 | -19 | 0.3
CCc1c(C)nc2ncnn2c1N1CCC(C(=O)N2CCN(c3ccc(F)cc3)CC2)CC1 | -17% | -1 | 3 | 0 | 5 | 3.0% | -10 | -12 | 0.5
CN1CCN(c2ccccc2NC(=O)c2c(F)cccc2F)CC1 | -2% | 3 | -13 | -20 | 24 | -0.8% | -2 | -6 | 0.4
NC(=O)CCC(NS(=O)(=O)c1ccc(Cl)cc1)C(=O)NCc1ccccc1 (centres undefined) | 6% | 3 | 9 | / | -2 | 0.1% | 1 | -8 | 0.3
CCOC(=O)/C(=N\NC(=O)c1ccccc1)c1ccccc1 | -13% | 1 | 5 | 16 | -6 | 1.9% | 4 | / | -0.9
